Compound activity from PubChem BioAssay.
CAL PDZ FP-1: inhibitors of human CAL PDZ peptide binding; Q9HD26; AID 602252; 0.92% of 300,000 active; purified CAL PDZ, TMR-peptide fluorescence polarization, 1 h; inhibition, % at 24.9 µM;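 active means mean inhibition of at least 30% with at least half of replicates also reaching 30%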;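 further: 0% = DMSO neutral control and 100% = excess unlabeled competitor peptide PRC23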
V-ATPase pH: yeast V-ATPase proton transport regulation by pHLuorin; S. cerevisiae, pHLuorin cytosolic pH fluorescence; response, % at 10 µM; 0.37% of 350,000 active; in the data active means response mostly above about 7.3%, no sharp cut-off; inactive means mostly below about 5.4%; further: actives read high; inactives centre near 0; some compounds called inactive have numbers as strong as hits; reference of the scale not given here
CDK5 p35 inh: CDK5/p35 (human) kinase inhibition | AID 488839 | 0.01% of 330,000 active | Recombinant CDK5/p35, ADP-Glo luminescence, 60 min | Q00535+Q15078 | inhibition, % at 10 µM;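 active means highest replicate inhibition of at least 50% and at least 75% of replicates reaching 50%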;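 further: plate controls were DMSO neutral control for no effect and GW8510 at 10 µM for full effect; many of its hits are not listed in these tables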
Target sequence (Q00535 whole entry, looked up): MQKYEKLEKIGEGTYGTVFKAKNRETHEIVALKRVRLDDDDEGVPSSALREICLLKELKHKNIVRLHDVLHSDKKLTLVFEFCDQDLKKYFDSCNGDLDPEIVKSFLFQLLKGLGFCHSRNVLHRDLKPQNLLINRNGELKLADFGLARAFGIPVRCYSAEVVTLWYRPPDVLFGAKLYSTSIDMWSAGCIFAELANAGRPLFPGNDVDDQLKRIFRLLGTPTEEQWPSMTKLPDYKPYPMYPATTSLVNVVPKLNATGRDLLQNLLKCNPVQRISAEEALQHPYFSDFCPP
Target sequence (Q15078 whole entry, looked up): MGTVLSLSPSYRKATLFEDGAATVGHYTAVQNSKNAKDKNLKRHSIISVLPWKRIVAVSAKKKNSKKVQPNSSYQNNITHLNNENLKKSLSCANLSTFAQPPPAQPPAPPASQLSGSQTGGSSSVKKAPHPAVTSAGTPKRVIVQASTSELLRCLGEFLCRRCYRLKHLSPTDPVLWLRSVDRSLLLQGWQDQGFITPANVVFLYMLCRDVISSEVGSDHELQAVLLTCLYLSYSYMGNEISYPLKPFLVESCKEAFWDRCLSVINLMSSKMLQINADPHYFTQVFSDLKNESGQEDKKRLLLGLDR
Rtt109 Vps75: C. albicans Rtt109 histone acetyltransferase inhibition; AID 540336; purified Rtt109/Vps75, ThioGlo CoA-SH fluorescence, 4 h; 0.16% of 330,000 active; inhibition, % at 34.9 µM; Q5AAJ8;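 active means inhibition of at least 50% in every replicate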
Tat transport: blocks Tat-dependent protein export in E. coli | E. coli MC4100 TorA-mCherry Tat export, fluorescence | inhibition, % at 10 µM | 0.036% of 340,000 active | AID 488895;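 active means mean replicate inhibition at least 50% and at least half of replicates individually reaching 50%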;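 further: exported cargo escapes ClpAP degradation while cytoplasmic cargo is degraded and loses fluorescence; 0% = median of neutral control wells and 100% = median of NaSCN control wells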
MITF act: MITF TRPM1 promoter activation in melanoma cells; SK-MEL-5 TRPM1-promoter luciferase, 24 h; % of positive control, neutral wells = 0; activation, % at 12.5 µM; 0.75% of 300,000 active; AID 588334;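 active means mean activation of at least 80% with every replicate also reaching 80%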;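 further: 0% = neutral control wells and 100% = parthenolide positive control wells; values of inactives mirror those of a sister screen read the other way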
dFosB activator: activators of mouse delta FosB homodimer | P13346 | purified delta FosB, TAMRA-CDK5 oligo fluorescence polarization; percent of positive-control signal above neutral wells | activation, % at 25 µM | 0.99% of 340,000 active | AID 493131;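 active means mean activation above about 17%, with every replicate also reaching it, limit read from the data, passing the limit was not always enough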;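 further: fluorescence polarization rise as delta FosB binds a TAMRA Cdk5 AP-1 oligo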
Target sequence (P13346 whole entry, looked up): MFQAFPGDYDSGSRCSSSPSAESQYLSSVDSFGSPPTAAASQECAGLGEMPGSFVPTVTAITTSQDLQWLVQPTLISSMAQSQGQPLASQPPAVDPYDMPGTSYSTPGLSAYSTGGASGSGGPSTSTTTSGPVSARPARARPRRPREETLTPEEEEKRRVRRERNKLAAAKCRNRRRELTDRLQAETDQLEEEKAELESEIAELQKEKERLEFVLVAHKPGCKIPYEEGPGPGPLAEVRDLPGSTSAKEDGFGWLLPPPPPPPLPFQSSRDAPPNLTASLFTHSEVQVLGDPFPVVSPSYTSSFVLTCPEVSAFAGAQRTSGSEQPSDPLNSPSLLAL
cardiac RTF act: increases calcium sensitivity of human cardiac regulated thin filaments. P19429+P45379. IANBD-labeled TnC RTF fluorescence at EC20 calcium; 0% EC20 calcium, 100% full calcium. activation, % at 7.2 µM. 0.24% of 340,000 active. AID 493008;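 active means activation above the mean over all tested compounds plus 3 SD, cut at about 30% in these data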;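 further: rise in fluorescence read as greater calcium sensitivity of cardiac thin filaments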
CAL PDZ FP-2: human CAL PDZ-peptide interaction inhibition; Q9HD26; purified CAL PDZ, TMR-peptide fluorescence polarization, 1 h; inhibition, % at 20 µM; 0.02% of 330,000 active; AID 504414;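 active means highest replicate inhibition of at least 40%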;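 further: plate controls were DMSO neutral control wells for no effect and unlabeled competitor peptide control wells for full effect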
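System: tagged CAL PDZ domain. Schedule: 1 h room-temperature incubation prior to read. Signal: fluorescence polarization (mP). Measure: percent inhibition from loss of millipolarization.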
Wnt bcat act: activates Wnt/beta-catenin signaling in a reporter cell assay; activator, plate reader; activation, % at 9.35 µM; 1.2% of 300,000 active; AID 743398; in the data active means activation above about 30%, passing the limit was not always enough;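 further: 0% = neutral control wells and 100% = positive control wells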
Starred values were filed as active, the others as inactive; nt = not tested or not shown.

SMILES | CAL PDZ FP-1 | V-ATPase pH | CDK5 p35 inh | Rtt109 Vps75 | Tat transport | MITF act | dFosB activator | cardiac RTF act | CAL PDZ FP-2 | Wnt bcat act
COc1ccc(C2c3ccc(O)cc3Oc3ncn4nc(-c5ccccn5)nc4c32)cc1 (stereo unspecified) | 7.3 | -6.6 | 2.4 | 14.4 | -2.1 | -17.7 | 12.3 | 1.6 | -0.2 | -2.8
O=C(O)C1CCCN(S(=O)(=O)c2ccc(Cl)s2)C1 (stereo unspecified) | -1.1 | -0.7 | -0.1 | 7.8 | -4.5 | 3.3 | -1.0 | 0.7 | -0.9 | -1.8
Cc1c(Br)c(C(F)(F)F)nn1CC(=O)NCCN1CCOCC1 | -1.8 | -3.0 | 1.0 | 7.7 | 2.0 | 5.5 | 2.2 | 1.2 | -1.7 | nt
CCOC(=O)C1(CC2CC2)CCN(C(=O)c2cccnc2C)CC1 | nt | 0.0 | 3.3 | 3.3 | 2.0 | 19.4 | -8.5 | 9.9 | -0.3 | 2.6
CCCCn1c(N)c(N(CC(C)C)C(=O)CN2C(=O)C3CCCCC3C2=O)c(=O)[nH]c1=O (stereo unspecified) | 23.0 | 4.0 | -0.4 | -0.2 | 3.1 | 5.9 | -10.2 | 0.2 | -1.6 | -0.3
CN(C)C(CNC(=O)c1ccc(S(=O)(=O)Nc2ccccc2F)cc1)c1ccccc1 (stereo unspecified) | -4.1 | 2.2 | 3.0 | 9.6 | -1.5 | -3.6 | -8.7 | 0.0 | -1.0 | -2.1
CC(C)Nc1ccc(Nc2ccnc3cc4ccccc4cc23)cc1 | 1.7 | 4.2 | -7.8 | 0.3 | -1.4 | -88.2 | 67.6* | 3.8 | 8.6 | -13.5
CC(C)Cn1cnc2c(c(-c3ccccc3)c(-c3ccccc3)n2Cc2ccco2)c1=N | 0.8 | -3.2 | -2.7 | 12.1 | 7.8 | -18.1 | -2.1 | 2.9 | -2.9 | -16.6
CC(=O)c1ccc(NC(=O)CN2CCOCC2)cc1 | -1.7 | 0.2 | 3.2 | 7.6 | -7.8 | -6.5 | -1.5 | -9.5 | -0.3 | -0.8
COc1ccccc1CN1CC(C(=O)NCc2cccc(Cl)c2)CCC1=O (stereo unspecified) | -1.9 | 0.1 | -0.3 | 0.2 | -1.4 | 8.2 | -15.4 | 3.2 | -1.8 | -0.7
COc1ccc(CNc2nc(NCc3ccc(OC)cc3)n(C(C)=O)n2)cc1 | 9.7 | -4.7 | -0.3 | -4.5 | 11.6 | -3.3 | 2.1 | -8.6 | 0.5 | nt
COc1ccc(CCN(C)C(=O)CSc2nnnn2C)cc1OC | -3.5 | -0.4 | -1.8 | 4.5 | -10.4 | -9.2 | -2.5 | 0.3 | -1.6 | 0.3
C#CCN(C(=O)c1cc(COc2ccc(C)c(C)c2)on1)C1CCCCC1 | nt | -1.8 | -2.0 | 1.0 | 5.5 | 14.3 | -14.6 | -0.9 | -0.2 | -0.8
c1ccc(CCn2cccc2)nc1 | -5.9 | 1.7 | -0.5 | -6.2 | -4.7 | 24.2 | -3.9 | -8.6 | -1.1 | -1.6
CCCCN1C(=N)N([C@@H](C)CN2CCC[C@H]2CN2C(N)=NC[C@H]2CC(C)C)C[C@H]1[C@H](C)CC | -2.4 | 5.7 | -1.6 | 6.3 | -13.4 | 9.4 | -2.1 | 0.1 | 0.0 | 2.8
Cc1ccc(Oc2ncccc2C(=O)NC2CCSC2=O)cc1 (stereo unspecified) | -0.8 | -0.5 | 0.9 | 0.4 | -1.2 | -8.2 | -4.7 | 0.9 | 0.3 | -0.2
CCOCCc1nnc(NC(=O)CSc2ccccc2)s1 | 5.7 | -1.2 | 0.3 | 1.7 | -1.9 | -6.9 | -3.9 | 1.5 | nt | nt
COc1ccc(C2CC(=O)C(C=NCCO)=C(O)C2)cc1OC (stereo unspecified) | 1.4 | -4.5 | 0.4 | 8.1 | -6.0 | 3.9 | -1.7 | -4.0 | -0.2 | 5.4
O=S(=O)(c1c(Cl)cc(Br)cc1Cl)N1CCN(C(=S)NC2CC2)CC1 | -3.8 | -4.6 | 3.2 | nt | -3.7 | 11.3 | -3.8 | 3.1 | -2.3 | -4.3
Fc1ccc2c(Cl)c(-c3nnc(-c4cccs4)o3)sc2c1 | 6.2 | -1.5 | -0.5 | -4.0 | 0.9 | nt | -12.2 | -0.4 | -2.4 | 44.0*
CCOc1cc(C2C(C(=O)c3ccco3)=C(O)C(=O)N2CCc2ccccc2)ccc1O (stereo unspecified) | -1.5 | -4.3 | -0.7 | 8.9 | 3.3 | nt | -2.1 | 4.4 | -2.9 | 3.5
COc1ccc(CC(=O)NCC(C)(C)N2CCOCC2)cc1 | -2.0 | -1.6 | 0.0 | -8.6 | -6.0 | -1.1 | -2.1 | -6.4 | -1.6 | -1.1
Cc1ccc(C(C)C)cc1OCC(=O)NNC(=O)Nc1ccccc1 | -1.8 | -2.9 | -3.4 | -0.3 | -7.7 | -11.2 | -4.9 | 1.5 | -1.4 | -3.4
O=C(NC(=S)NCC1CCCO1)c1ccco1 (stereo unspecified) | -1.2 | -2.2 | -1.0 | -1.0 | -6.7 | 4.1 | -0.2 | -0.2 | 0.4 | -0.7
COc1ccc(/C(O)=C2\C(=O)C(=O)N(Cc3ccco3)C2c2ccc(OC)cc2OC)cc1 (stereo unspecified) | -5.1 | -0.5 | nt | 20.3 | -9.0 | 13.3 | -14.1 | -5.5 | -1.4 | 2.1
CN(CCCn1cnc2c(OCc3ccccc3)ncnc21)CCc1ccccn1 | 7.1 | -2.0 | 0.7 | 2.1 | -0.7 | 5.9 | -3.6 | -10.2 | -1.0 | -2.9
O=C1N=C(N2CCCCC2)S/C1=C\c1cn[nH]c1-c1ccccc1 | 1.8 | -1.4 | -1.4 | -2.8 | -1.0 | -1.5 | -6.0 | -3.0 | 0.7 | 3.1
Cc1cc(C)c(C#N)c(SCCS(=O)(=O)c2ccc(C(C)(C)C)cc2)n1 | -4.6 | -4.6 | -1.1 | -16.4 | 0.0 | -15.4 | -1.6 | -0.5 | -0.5 | nt
COc1ccc(CC2(CO)CCN(Cc3nc(C(C)C)cs3)CC2)cc1 | 4.6 | -3.3 | 0.4 | 3.3 | -8.2 | -16.4 | -8.7 | 1.6 | -0.7 | 0.1
O=C1C=CC(=O)N1Cc1ccccn1 | nt | 1.7 | -3.4 | -4.1 | 9.3 | 1.6 | -3.3 | -0.7 | -0.7 | -3.8
S=C1NCCOCCOCCOCCOCCNC(=S)N2CCOCCOCCN1CCOCC2 | nt | -0.5 | 0.5 | -4.9 | -8.3 | 12.7 | -0.6 | -3.7 | -0.5 | -0.8
CCOC(=O)c1ccc2c(c1)nc(-c1ccc(F)cc1)c1nccn12 | -1.6 | 0.1 | -0.6 | -5.7 | -7.5 | -15.4 | -9.0 | 6.5 | -3.1 | 12.2
Cc1ccc(S(=O)(=O)CCN2CCN(c3ccccc3)CC2)cc1 | nt | 2.0 | 1.1 | -7.8 | -3.9 | 8.1 | -10.9 | 2.7 | 0.2 | -3.1
Cn1c(CNC(=O)c2ccco2)nnc1SCC(=O)Nc1ccc(Br)cc1F | -1.9 | 0.7 | nt | 0.4 | -4.4 | 0.5 | -1.5 | 1.1 | 0.8 | nt
Fc1ccccc1NC(=S)NCc1ccccc1 | nt | -1.4 | 0.5 | -1.2 | 3.0 | -1.2 | 4.4 | 5.0 | 0.4 | 1.3
CCC(=O)NC1OC(CO)C(O)C(O)C1O (stereo unspecified) | -0.7 | -0.3 | 0.3 | -3.4 | 1.0 | -3.0 | 3.0 | 2.7 | 0.4 | 0.3
CC(=O)c1ccc(NC(=O)C2CCCN(S(=O)(=O)c3cccc4nonc34)C2)cc1 (stereo unspecified) | -0.1 | 6.0 | 0.9 | 0.5 | -2.8 | 4.7 | -17.9 | -1.0 | -1.2 | nt
CCN(CC)CCn1c(=S)[nH]c2cc(Cl)ccc2c1=O | 0.3 | 0.6 | 2.4 | -0.6 | -5.7 | -6.3 | -3.2 | -6.3 | nt | nt
COc1ccc(C2(c3ccc(OC)cc3)NC(=O)N(CC(=O)NC3CCS(=O)(=O)C3)C2=O)cc1 (stereo unspecified) | nt | -0.4 | -1.8 | -7.5 | -1.4 | -0.9 | -5.6 | 2.8 | 0.4 | -1.0
Cn1nc(C(=O)Nc2cccc(S(N)(=O)=O)c2)c2ccccc2c1=O | -2.1 | -2.1 | 2.3 | -6.4 | -3.6 | 21.5 | -13.5 | 0.5 | -0.4 | 6.0

Molecules listed so far containing a thiophene ring, fused or not (2):
SMILES | CAL PDZ FP-1 | V-ATPase pH | CDK5 p35 inh | Rtt109 Vps75 | Tat transport | MITF act | dFosB activator | cardiac RTF act | CAL PDZ FP-2 | Wnt bcat act
O=C(O)C1CCCN(S(=O)(=O)c2ccc(Cl)s2)C1 (stereo unspecified) | -1.1 | -0.7 | -0.1 | 7.8 | -4.5 | 3.3 | -1.0 | 0.7 | -0.9 | -1.8
Fc1ccc2c(Cl)c(-c3nnc(-c4cccs4)o3)sc2c1 | 6.2 | -1.5 | -0.5 | -4.0 | 0.9 | nt | -12.2 | -0.4 | -2.4 | 44.0*

(list continues)
SMILES | CAL PDZ FP-1 | V-ATPase pH | CDK5 p35 inh | Rtt109 Vps75 | Tat transport | MITF act | dFosB activator | cardiac RTF act | CAL PDZ FP-2 | Wnt bcat act
CC(C)NC(=O)c1ccc2c(c1)N(CC(=O)N1CCOCC1)C(=O)C(C)(C)O2 | 0.5 | -4.5 | 0.8 | 7.7 | 3.4 | 9.3 | 0.0 | -7.0 | -0.5 | nt
O=C(O)CCCn1c(=O)c2cccn2c2ccc(F)cc21 | -1.4 | -5.0 | -0.6 | -1.4 | 0.5 | -7.4 | 1.6 | 6.4 | nt | -0.6
CCCCn1c(N)nc2ccccc21 | -1.5 | -0.1 | -0.2 | nt | -2.2 | -3.2 | 2.7 | 1.8 | -1.1 | nt
Oc1ccccc1-c1cc(C(F)(F)C(F)F)nc(-c2ccccc2)n1 | 2.0 | -0.5 | 0.2 | -7.7 | -12.1 | -7.7 | -4.5 | -3.3 | 0.4 | nt
CCCCOc1ccc(C(=O)NCC(=O)OCC(=O)N2CCN(S(=O)(=O)c3ccc(C)cc3C)CC2)cc1 | 1.4 | 1.6 | 2.0 | 16.0 | 18.8 | 0.3 | 5.9 | 0.9 | 0.1 | -0.5
N/C(CN1CCCC1=O)=N\OC(=O)c1ccc(Cl)cc1 | -2.3 | -3.8 | nt | -47.5 | -7.8 | 0.8 | 3.3 | 4.8 | 0.1 | nt
NC(=O)N/N=C/c1ccc(-n2nncc2-c2ccc(Cl)cc2)cc1 | 3.9 | 0.7 | -0.8 | 9.9 | 0.4 | -1.2 | -10.8 | 4.8 | -4.5 | -3.0
Cn1c(SCc2nc(-c3ccc(Cl)cc3)no2)nnc1-c1ccccc1 | nt | 3.5 | -2.0 | 1.3 | -2.0 | 3.2 | -13.0 | -3.0 | -0.7 | -4.2
O=C1CCCN1CCCNc1nc2c(S(=O)(=O)c3ccc(Br)cc3)nnn2c2ccccc12 | -3.2 | 2.6 | 0.5 | -7.0 | 1.2 | -2.2 | 3.3 | 0.8 | -2.4 | 0.2
N#CNC(=Nc1ccc(F)cc1)SCc1ccccc1 | 0.4 | 0.8 | 0.7 | nt | -2.5 | -5.4 | 4.3 | -1.7 | -2.9 | -7.5
